KCNQ2 inh = KCNQ2 potassium channel inhibitors, primary screen, cell-based, CHO-K1, FluxOR thallium flux, B-score (AID 2156) | O88943 | 1.1% of 310,000 active | B-score at 10 µM | 20 min; hits give low values;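 active means fluorescence ratio B-score at most minus 3 library SDs, with starting brightness B-score within 2 library SDs, cut at about -5.5 in these data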
STK33 kinase inh = blocks human STK33 kinase activity | inhibition, % at 10 µM | AID 2661 | purified STK33, MBP phosphorylation, ADP-Glo luminescence | Q9BYT3 | 0.073% of 320,000 active;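 active means inhibition at or above 25%, using the most active replicate where run in duplicate; inactive means inhibition below 25%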
Target sequence (Q9BYT3 whole entry, looked up): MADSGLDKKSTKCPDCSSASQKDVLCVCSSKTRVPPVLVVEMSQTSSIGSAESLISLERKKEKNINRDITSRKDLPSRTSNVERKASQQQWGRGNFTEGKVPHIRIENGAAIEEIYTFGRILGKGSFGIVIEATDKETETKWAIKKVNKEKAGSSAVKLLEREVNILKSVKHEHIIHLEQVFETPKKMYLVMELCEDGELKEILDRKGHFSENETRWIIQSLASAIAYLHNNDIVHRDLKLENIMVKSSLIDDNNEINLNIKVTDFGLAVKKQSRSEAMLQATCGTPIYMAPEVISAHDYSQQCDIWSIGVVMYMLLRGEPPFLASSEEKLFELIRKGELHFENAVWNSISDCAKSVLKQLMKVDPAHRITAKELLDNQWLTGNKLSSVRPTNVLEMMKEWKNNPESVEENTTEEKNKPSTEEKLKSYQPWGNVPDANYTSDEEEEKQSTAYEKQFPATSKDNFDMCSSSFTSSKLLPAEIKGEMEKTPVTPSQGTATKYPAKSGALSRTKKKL
Kir21 block = Kir2.1 (mouse) channel inhibition; P35561; 0.85% of 310,000 active; B-score at 10 µM; HEK293-Kir2.1, FluxOR thallium flux fluorescence; hits give low values;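 active means fluorescence ratio B-score at or below minus 3 SD of library scores, with starting-brightness B-score within 2 SD, cut at about -4.2 in these data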;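 further: channel flux triggered by added potassium and thallium sulfate stimulus; B-score of peak minus minimum fluorescence over baseline after thallium stimulus; more negative B-score means stronger Kir2.1 block with less thallium influx; some compounds called inactive have numbers as strong as hits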
Target sequence (P35561 whole entry, looked up): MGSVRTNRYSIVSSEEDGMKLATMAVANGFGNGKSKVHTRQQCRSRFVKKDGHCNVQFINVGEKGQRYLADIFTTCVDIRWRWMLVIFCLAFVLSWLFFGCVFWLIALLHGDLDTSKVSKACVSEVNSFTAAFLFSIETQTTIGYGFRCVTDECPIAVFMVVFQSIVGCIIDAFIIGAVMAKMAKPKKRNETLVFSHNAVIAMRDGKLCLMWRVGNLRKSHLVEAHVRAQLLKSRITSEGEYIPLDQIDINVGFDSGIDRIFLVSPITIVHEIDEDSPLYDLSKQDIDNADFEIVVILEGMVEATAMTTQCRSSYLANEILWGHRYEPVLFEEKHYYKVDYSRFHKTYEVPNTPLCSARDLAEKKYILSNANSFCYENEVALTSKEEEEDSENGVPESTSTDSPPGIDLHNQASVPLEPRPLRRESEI
Active calls of the source: *; i = inactive; . = no result given.

STK33 kinase inh,Kir21 block,Compound,KCNQ2 inh
-2.0,-2.88,O=C(Nc1ccc2nc3n(c(=O)c2c1)CCCCC3)c1c(F)ccc([N+](=O)[O-])c1F,i
-1.9,-1.75,CCOC(=O)C(CC)/C(C)=N\NC(=O)c1cccc(C)c1 (stereo not given),i
-1.4,1.51,CC(C)CCOc1ccc(C(=O)NCCC(=O)N2CCOCC2)cc1,i
-0.4,-0.41,O=C(OCc1ccc(Cl)cc1Cl)c1cccnc1Cl,i
-1.1,2.36,CCOC(=O)c1[nH]c2ccc(OC)cc2c1NC(=S)N1CCN(c2ccccn2)CC1,i
-0.5,-2.5,COc1ccccc1NC(=O)c1ccc(NC(=O)CN2C(=O)CN(C)C2=O)cc1,i
-1.7,-2.09,CCC(=O)N1CCN(c2ccccc2NC(=O)COc2cc(C)ccc2C(C)C)CC1,i
.,-1.1,Cc1ccc2cc(CN(CCCN(C)C)C(=S)NCc3ccccc3)c(=O)[nH]c2c1C,i
-0.6,-0.06,Cc1ccc2ccccc2[n+]1CCCS(=O)(=O)[O-],i
0.5,-0.73,Cn1c(CNC(=O)c2ccc(F)cc2)cc2ccccc21,i
-0.2,1.12,O=C1CCN(C2CCN(Cc3nc(Cc4ccccc4F)no3)CC2)CCN1,i
-1.5,2.36,COc1ccccc1OCc1nc(C#N)c(N2CCCC2)o1,i
-1.3,-0.73,O=C(NNC(=O)C1CCCCC1)C(=O)NC1CCCCC1,i
-1.0,0.63,CC1C(C(=O)Nc2ccccc2)CCCC1(C)C(=O)O (stereo not given),i
5.0,-1.77,COc1ccc(-c2ccc(-c3noc(C)n3)c(OC)n2)cc1,i
-0.2,-1.06,CCOC(=O)C1=C(O)/C(=C\c2cc(C)n(-c3ccc(F)cc3)c2C)N=C1C,i
0.2,-1.21,Oc1ccccc1CNc1cccc2cccnc12,i
0.4,-0.61,CC(C)CNC(=O)NC1C(NC(=O)NCC(C)C)N(C)C(=O)N1C (stereo not given),i
1.0,0.38,O=C(N/C(=C/c1ccc(Br)cc1)C(=O)N1CCCC1=O)c1ccco1,i
-0.5,0.33,COc1ccc(COc2cc(-c3cccc(OC)c3)nc3ccc(NC(C)=O)cc23)cc1,i
-0.9,-1.74,Cc1ccc(C(=O)N/N=C\c2cccc(OC(=O)c3cccc(F)c3)c2)cn1,i
0.5,0.56,O=C(O)CC/C(=C\c1ccc2c(c1)OCO2)c1nc2ccccc2s1,i
-1.1,0,CN1CCN(C(=O)CN(c2cccc(Cl)c2)S(=O)(=O)c2ccccc2)CC1,i
-0.3,-0.59,COCCSc1nc(N)c(NC(=O)c2ccc(OC)cc2)c(=O)[nH]1,i
0.2,0.06,CCC(=O)Nc1ccccc1C(=O)NC1CCCCC1,i
0.4,0.22,O=C(Oc1cccc(-n2cnnn2)c1)c1ccccc1Cl,i
-1.5,-0.02,COC(=O)c1cc(=O)n(Cc2cccs2)c(=NCc2cccs2)s1,i
0.3,-0.38,S=c1[nH]nc(-c2ccccc2)n1C1C=CCCC1 (stereo not given),i
-1.8,1.2,Cc1cc(NC(=O)CSc2ncccc2C(=O)O)no1,i
-0.3,1.62,Fc1cc(F)nc(NCc2ccccc2)n1,i
0.3,0.57,CSc1nc(-c2ccc(Cl)cc2)nn1S(=O)(=O)c1ccc(Cl)cc1,i
-0.3,0.03,COc1ccc2c(c1OC)C(=O)N1C2SC(C)(C)[C@H]1C(=O)NC1CC1 (stereo not given in full),i
-1.3,0.53,CC1CCCN(S(=O)(=O)c2ccc3c(c2)c(=O)nc2ccccn23)C1 (stereo not given),i
-3.5,1.94,CC(C)C(=O)Nc1cccc(C(=O)OCC(=O)c2ccc(Cl)cc2Cl)c1,i
-1.7,-0.5,CC(C)(C)C1CCC(OC(=O)c2cncc(Br)c2)CC1 (stereo not given),i
-0.8,0.36,COc1ccccc1CNC(=O)CCS(=O)(=O)c1ccc2c(c1)CCN2C(C)=O,i

Some of the entries above in another layout.
canonical_smiles	STK33 kinase inh	Kir21 block	KCNQ2 inh
CSc1nc(-c2ccc(Cl)cc2)nn1S(=O)(=O)c1ccc(Cl)cc1	0.3	0.57	i
COc1ccc2c(c1OC)C(=O)N1C2SC(C)(C)[C@H]1C(=O)NC1CC1 (stereo not given in full)	-0.3	0.03	i
CC1CCCN(S(=O)(=O)c2ccc3c(c2)c(=O)nc2ccccn23)C1 (stereo not given)	-1.3	0.53	i
CC(C)C(=O)Nc1cccc(C(=O)OCC(=O)c2ccc(Cl)cc2Cl)c1	-3.5	1.94	i

Next part
STK33 kinase inh,Kir21 block,Compound,KCNQ2 inh
-0.2,1.45,Cc1sc2c(c1C)c(=O)n(-c1ccccc1)c1nnc(C)n21,i
-0.8,0.85,CC(C)=CCc1cc2c(=O)c3c(O)c4c(cc3oc2c(O)c1O)OC(C)C4(C)C (stereo not given),-8.55*
-0.6,0.24,CCc1ccc(CN(C)C(=O)CCc2nnc(-c3ccc(-c4ccccc4)cc3)o2)nc1,i
-1.0,0.61,CCOCCc1c(O)nc(SCCOc2ccc(C)c(C)c2)[nH]c1=O,i
-1.2,-2.48,COc1ccc(OC)c(-c2cc(C(=O)Nc3cc(C)on3)no2)c1,i
1.1,-2.65,Cc1ccc(-n2cc(CNCCc3cscn3)c(-c3ccc(F)cc3)n2)cc1,-6.78*
-0.7,2.73,CC(C)NC(=O)c1c(CSc2ccccc2)noc1C(=O)NCc1ccccc1,i
-1.6,0.87,O=C(O)CCCc1ccc2ccc3cccc4ccc1c2c34,i
-1.7,-0.34,CCN(CC)CCCN(Cc1cc2cc3c(cc2[nH]c1=O)OCO3)C(=S)NCCCN(C)C,i
.,0.57,COCC(=O)OCC(=O)Nc1ccc(Cl)cc1[N+](=O)[O-],i
0.2,1.14,C=CCN(C(=O)c1csnn1)C(C(=O)NCc1ccc(F)cc1)c1cccs1 (stereo not given),i
-1.2,-0.25,CN1C(=O)C2(Nc3ccccc3-c3nc4ccccc4n32)c2ccccc21 (stereo not given),i
0.2,-0.22,c1ccc(CN(Cc2ccccc2)c2c3c(nc4ncnn24)CCC3)cc1,i
-0.1,-1.31,O=C(CCN1CCN(Cc2ccccc2)CC1)Nc1cccc(Cl)c1,i
10.1,0.05,Cc1cc(C)nc(SCc2ccc(C(=O)N/N=C/c3cccnc3)cc2)n1,i
-1.2,1.01,COc1ccc(/C=N/NC(=O)Cn2nc([N+](=O)[O-])cc2C)c(OC)c1OC,i
-1.2,0.04,COc1ccc(S(=O)(=O)N2CCCCC2)cc1NC(=O)c1cccnc1SC,i
1.3,-1.21,CCc1nccn1S(=O)(=O)c1ccc2ccc(C)cc2c1,i
-0.1,1.42,O=c1c2ccccc2nc2ccc(N3CCOCC3)nn12,i
0.3,-5.43,COc1ccc(C2CC(c3cccs3)=NN2c2ccc(C=O)cc2)cc1 (stereo not given),i
-0.3,1.85,CC(C)(C)C(=O)CSc1ncnc2c1cnn2-c1ccccc1,i
-0.6,-0.05,C=CCNC(N)=S,i
0.2,-0.59,O=C(COc1cccc(C(F)(F)F)c1)Nc1ccc(S(=O)(=O)N2CCCCC2)cc1,i
0.8,0.27,Clc1cccc(OCCCn2ccnc2)c1,i
.,0.03,Oc1c(Cl)cc(Cl)c2cccnc12,i
-1.4,0.63,CN(C)/C=C/C(=O)c1ccc(C(F)(F)F)cc1F,i
-0.6,-4.04,CC(C)NCC(O)(c1ccc(Cl)cc1)c1ccc(Cl)cc1,i
.,0.19,O=C(CCc1ccccc1)Nc1c(F)c(F)c(F)c(F)c1F,i
-1.2,1.53,O=C(CSCC(=O)Nc1nccs1)Nc1ccccc1,i
-0.1,1.33,N/C(=N\OC(=O)CCC1CCCCC1)c1cccnc1,i
0.0,-0.01,CC(NC(=O)Nc1nccs1)(C(F)(F)F)C(F)(F)F,i
-2.2,-1.84,CCOC(=O)C1(Cc2cccc(Cl)c2)CCCN(C(=O)c2cnn(CC)c2)C1 (stereo not given),i
-0.2,0.85,O=C(NCc1ccco1)C(Cc1ccccc1)N1C(=O)C2C3C=CC(C3)C2C1=O (stereo not given),i
-0.2,-2.18,CCOc1ccc(S(=O)(=O)NCc2ccco2)c2ccccc12,i
-0.4,-0.34,O=C(c1ccc2oc(CCCc3ccccc3)nc2c1)N1CCCC1,i
1.1,0.3,CCc1ccc(NC(=O)[C@H](Cc2ccccc2)NC(=O)C2CCN(C(=O)[C@@H](N)CC(C)C)CC2)cc1,i
-1.1,-0.19,CNC(=O)CN(c1cccc(Br)c1)S(C)(=O)=O,i
-1.0,0.87,COCCNC(=O)NC(=O)CN1C(=O)NC(Cc2c[nH]c3ccccc23)C1=O (stereo not given),i
-0.1,-0.89,CN(c1cccc(Cl)c1)S(=O)(=O)c1cccc(C(=O)Nc2nc3ccccc3[nH]2)c1,i
-1.6,-3.12,Cc1ccc(OCC(=O)Nc2ccc(NC(=O)c3cccs3)cc2)c(C)c1,i
-2.3,0.01,COC(=O)c1ccc(OC)c(OC)c1Cl,i
0.6,-1.28,Cc1nccn1CC(=O)N/N=C/c1cccs1,i
1.7,1.9,O=C(O)Cc1ccc(NCc2ccccc2Cl)cc1,i
-2.3,-0.13,O=C(CSc1n[nH]c(-c2ccccn2)n1)Nc1cccc(Cl)c1,i
0.0,-1.25,Cc1ccc(-c2cn3nc(-c4ccccc4)c(-c4ccccc4)nc3n2)cc1,i
-0.5,0.67,COc1cccc(/C=C2\SC(=S)N(CCCC(=O)N3CCCC3)C2=O)c1,i
2.2,-1.49,CCOC(=O)Cc1csc(NC(=O)CSc2nnc(-c3ccncc3)n2Cc2ccco2)n1,i
1.5,-0.09,CC1=NNC(=O)C1CCC(=O)N/N=C/c1ccccc1 (stereo not given),i
-1.2,-0.1,N=C(N)c1ccc(O)cc1,i
-0.6,-1.56,CC(Oc1ccc(Cl)cc1Cl)c1ccnc(N)n1 (stereo not given),i
-1.3,1.16,Cc1ccc(CN2CCNC(=O)C2CC(=O)O)o1 (stereo not given),i
.,0.78,COCCN(Cc1ccccc1)C(=S)Nc1ccc(Cl)cc1,i
0.2,-0.06,Cc1cc(C)n(CCCNC(=O)CN(C)S(=O)(=O)c2ccc(Cl)cc2)n1,i
-0.7,0.01,CCn1cc(C(=O)NCCc2ccc(OC)cc2)c(=O)c2ccc(C)nc21,i
0.7,0,CC(C(=O)N(C)C1CCS(=O)(=O)C1)N1C(=O)/C(=C/c2ccco2)SC1=S (stereo not given),i
-1.0,1.36,CN(C)/C=N/n1cnc2ccccc2c1=O,i
1.7,0.65,CCn1c2ccccc2c2cc(NC(=O)COC(=O)c3ccc(NC(=O)CC#N)cc3)ccc21,i
0.7,-2.19,O=C(NCc1cccc(Cl)c1)c1cnn2c1NC(c1ccco1)CC2C(F)(F)F (stereo not given),i
-1.5,-1.07,O=C(CSCCc1ccccn1)Nc1ccccn1,i
1.2,0.11,CC1=C(C)CC2C(=O)N(c3cccc4ccccc34)C(=O)C2C1 (stereo not given),i

Fetched by compound from the entries so far:
STK33 kinase inh,Kir21 block,Compound,KCNQ2 inh
1.7,0.65,CCn1c2ccccc2c2cc(NC(=O)COC(=O)c3ccc(NC(=O)CC#N)cc3)ccc21,i
-1.5,-1.07,O=C(CSCCc1ccccn1)Nc1ccccn1,i
-1.0,1.36,CN(C)/C=N/n1cnc2ccccc2c1=O,i
-0.7,0.01,CCn1cc(C(=O)NCCc2ccc(OC)cc2)c(=O)c2ccc(C)nc21,i
-1.2,-0.1,N=C(N)c1ccc(O)cc1,i
1.2,0.11,CC1=C(C)CC2C(=O)N(c3cccc4ccccc34)C(=O)C2C1 (stereo not given),i

Next compounds follow.
STK33 kinase inh,Kir21 block,Compound,KCNQ2 inh
-1.8,-1.1,Cc1cc(C)c2c(C)nn(C3CCCCC3)c2n1,i
-2.2,0.03,COc1cc(OC)c(NS(=O)(=O)c2c(C(=O)N3CCCCC3)c(C)n(C)c2C)cc1Cl,i
11.1,1.37,C/C(=N\Nc1nc2ccccc2[nH]1)c1ccc(Cl)s1,i
0.9,-0.32,COc1ccc(-c2cc3ccc(O)cc3oc2=O)cc1OC,i
-4.0,0.37,CCCCN=C(C)C1=C(O)CSC1=O,i
0.1,0.45,Nc1nc(SCC(=O)Nc2cccc(Oc3ccccc3)c2)n[nH]1,i
-0.4,1.34,O=C(O)C1C2CCCCC2=C2CCCCC2C1C(=O)O (stereo not given),i
-1.3,1.06,NC(=O)C1(N2CCCCC2)CCN(C(=S)Nc2cc(F)cc(F)c2)CC1,i
-0.6,0.59,Cc1nn(-c2ccccc2)c(C)c1/C=N/n1c(-c2ccc(C(C)(C)C)cc2)n[nH]c1=S,i
-4.4,-0.57,Cc1cc(C)c(S(=O)(=O)N2CCCOC2CNC(=O)C(=O)NCCCn2ccnc2)c(C)c1 (stereo not given),i
-0.1,0.77,O=C(N/N=C/c1ccccc1OCc1ccccc1Cl)c1cccnc1,i
-0.1,0.35,COC(=O)c1ccsc1NS(=O)(=O)c1ccccc1,i
-1.3,-0.57,Cc1c(C2=CCN(S(=O)(=O)c3ccc(Br)cc3)CC2)c2ccccc2n1C,i
-0.9,0.37,C/C(=N\NC(=O)C(=O)Nc1cc(Cl)ccc1Cl)c1ccncc1,i
-1.0,-0.21,Cc1ccc(SC(C)C(=O)NCc2cccnc2)cc1 (stereo not given),i

Screens as filed in PubChem BioAssay.
